Source: PubChem (NCI)
Growth percent in the NCI-60 one-dose screen (48 h, 10 µM unless noted): 100 = growth as untreated, 0 = no growth, -100 = all killed.
SN12C = SN12C renal cancer cells | 81,000 tested, 3.8% active
CAKI-1 = CAKI-1 renal cancer; 75,000 tested, 4.7% active; AID 1794772
SF-295 = SF-295 CNS cancer cells. 79,000 tested, 5.6% active. AID 1794758
UO-31 = UO-31 renal cancer; 81,000 tested, 5.2% active; AID 1794768
SF-268 = SF-268 CNS cancer cells. 82,000 tested, 3.1% active. AID 1794759
TK-10 = TK-10 renal cancer cells; 81,000 tested, 3.9% active
786-0 = 786-0 renal cancer cells | AID 1794775 | 81,000 tested, 5.1% active
U251 = U251 CNS tumor cells. 80,000 tested, 5.4% active. AID 1794753
Active calls of the source: *; · = no result given; & = joins results of further samples; [ ] = dose if it differs, or a comment. Rule for the calls: active = growth percent below 10; inactive = the rest.

1) CCNC(=O)c1ccc(Cl)c(Cl)c1
2) CCOc1cc(-c2nc3ccccc3s2)ccc1O
3) Cc1nn(-c2ccccc2)c2c1oc(=O)c1cc(Cl)ccc12
4) CCN(CC)CCNC(Cc1ccccc1)c1ccc(OCc2ccccc2)cc1 (stereo not given)
5) O=CN1N=C(c2ccc3c(c2)OCO3)CC1c1ccc(F)cc1 (stereo not given)

Assay by compound	1	2	3	4	5
SN12C	95	93	101	73	92
CAKI-1	103	93	85	85	73
SF-295	97	102	109	75	89
UO-31	91	87	102	41	60
SF-268	98	101	91	85	76
TK-10	104	99	111	64	99
786-0	98	111	100	57	84
U251	96	93	105	·	81

6) Cc1nn(-c2ccccc2)c2c1C(c1cc3ccc(Cl)cc3[nH]c1=O)C1=C(CC(C)(C)CC1=O)N2 (stereo not given)
7) O=C1CSC(=S)N1Cc1ccncc1
8) O=C(Nc1ccc(F)cc1)Nc1cccc(-c2cc(=O)c3ccccc3o2)c1
9) O=C(CSc1nc2sc3c(c2c(=O)[nH]1)CCCC3)NCCO
10) Cc1cccc(NC(=O)c2sc3nc4c(cc3c2N)CCCC4)c1

Assay by compound	6	7	8	9	10
SN12C	86	107	97	103	52
CAKI-1	94	79	96	97	41
SF-295	93	102	102	109	54
UO-31	60	72	91	63	54
SF-268	85	91	106	115	52
TK-10	120	27	73	103	71
786-0	98	75	90	89	60
U251	78	·	100	101	34

Whole records, quoted from the list. Screens in order: SN12C, CAKI-1, SF-295, UO-31, SF-268, TK-10, 786-0, U251
Shown for O=C(Nc1ccc(F)cc1)Nc1cccc(-c2cc(=O)c3ccccc3o2)c1 → 97, 96, 102, 91, 106, 73, 90, 100
Shown for CCN(CC)CCNC(Cc1ccccc1)c1ccc(OCc2ccccc2)cc1 (stereo not given) → 73, 85, 75, 41, 85, 64, 57, ·
Shown for Cc1nn(-c2ccccc2)c2c1C(c1cc3ccc(Cl)cc3[nH]c1=O)C1=C(CC(C)(C)CC1=O)N2 (stereo not given) → 86, 94, 93, 60, 85, 120, 98, 78

New compounds follow.
11) N=Nc1nc(-n2c(O)ccc2O)n[nH]1
12) Nc1ccc(S(=O)(=O)c2ccc([N+](=O)[O-])cc2)cc1
13) CCCSc1nnc(-c2c(C)nc3ccc(C)cn23)o1
14) Clc1ccccc1/C=C/c1ccc2ccccc2n1
15) COc1ccc(C2N=C(SCC(=O)Nc3ccc(S(=O)(=O)Nc4cc(C)on4)cc3)NC(C)=C2C(C)=O)cc1 (stereo not given)

Assay by compound	11	12	13	14	15
SN12C	104	102	89	96	109
CAKI-1	100	113	83	74	100
SF-295	109	102	95	98	101
UO-31	101	87	78	64	91
SF-268	106	100	108	97	107
TK-10	106	107	127	161	108
786-0	106	105	89	107	102
U251	112	102	91	94	97

16) O=C(c1nnc(Nc2ccc(F)cc2)o1)c1c[nH]c2ccccc12
17) C/C(=C\CCc1ccoc1)CC/C=C(\C)CCCN1CCCCC1
18) Nc1ccc(S(=O)(=O)NC(=O)c2ccccc2)cc1
19) Cn1c(=O)c2c(nc(CCC3CCCC3)n2C)n(C)c1=O
20) N#CCc1ncc(-c2ccc(C(F)(F)F)cc2)c(NC2CCCCCC2)n1

Assay by compound	16	17	18	19	20
SN12C	100	92	104&104	100	30[100 µM]
CAKI-1	93	85	88&98	90	·
SF-295	107	80	104&119	105	·
UO-31	98	71	101&88	95	30[100 µM]
SF-268	103	102	105&98	102	31[100 µM]
TK-10	107	94	110&104	118	61[100 µM]
786-0	105	87	110&103	109	29[100 µM]
U251	95	89	102&107	107	22[100 µM]

21) Clc1ccc(C(SCc2ccccc2)SCc2ccccc2)cc1
22) COc1ccc2nc(C)cc(SCc3nccc(OCC(F)(F)F)c3C)c2c1
23) C[C@]12CC[C@@H]3c4ccc(O)cc4CC[C@H]3[C@@H]1CC[C@@H]2NS(=O)(=O)c1ccc(Cl)cc1
24) COc1cccc(Oc2nccc(-c3cn(CC(N)=O)nc3-c3cc(C)cc(OC)c3)n2)c1
25) CN(C)CCOc1ccc(/C(=C(/CCCl)c2ccccc2)c2ccccc2)cc1

Assay by compound	21	22	23	24	25
SN12C	104	92	65	82	24
CAKI-1	85	75	76	95	31
SF-295	102	75	81	101	4.5*
UO-31	90	53	36	85	26
SF-268	91	86	71	107	33
TK-10	104	81	74	102	50
786-0	111	86	68	93	-29*
U251	89	89	·	97	-55*

26) COc1cc(CCN=Cc2cccc(OC)c2O)c([N+](=O)[O-])cc1OC
27) O=C(/C=C/c1ccc(Cl)cc1Cl)c1cccc(OCCCOc2cccc(C(=O)/C=C/c3ccc(Cl)cc3Cl)c2)c1
28) NC1=NC(SCc2ccccc2CCl)c2ncn(Cc3ccccc3CCl)c2N1 (stereo not given)
29) O=c1ccn(CCCOc2ccccc2Br)c(=O)[nH]1
30) COc1ccc(CC(O)CO)cc1OCc1ccccc1 (stereo not given)

Assay by compound	26	27	28	29	30
SN12C	96	99	38	97	90
CAKI-1	101	97	32	99	101
SF-295	100	104	101	98	103
UO-31	80	77	61	89	78
SF-268	101	92	55	83	104
TK-10	100	114	56	91	106
786-0	101	107	64	103	116
U251	·	99	37	105	·

31) COc1ccc(/C=N/C2=C(C#N)C(c3ccc(OC)cc3)c3ccc4ccccc4c3O2)cc1 (stereo not given)
32) C[C@]12CC[C@H]3[C@@H](CCC4=CC(=O)CC[C@@]43C)[C@@H]1CC[C@@H]2c1csc(N)n1
33) COc1nc2c(c(=O)n1C)CN(c1ccccc1)C(=O)CN2C
34) CC(=O)OCC#CCOC(C)=O
35) O=C(CNc1ncnc2sc3c(c12)CCCC3)N=Nc1c(O)[nH]c2ccccc12

Assay by compound	31	32	33	34	35
SN12C	76	72	51[100 µM]	110	93
CAKI-1	37	47	62[100 µM]	·	97
SF-295	89	50	51[100 µM]	106	92
UO-31	54	44	26[100 µM]	87	63
SF-268	77	90	63[100 µM]	102	101
TK-10	87	87	52[100 µM]	123	115
786-0	95	68	55[100 µM]	107	92
U251	85	57	63[100 µM]	109	100

36) CCN(CC)CCOC(=O)c1ccc(NC(CO)CN(CC)CC)cc1 (stereo not given)
37) NC(=O)c1c(Nc2ccc(Cl)cc2)nn2c(-c3ccc(Cl)cc3)c(-c3nc4ccccc4s3)c(N)nc12
38) C=CC[N+](C)(C)CC=C
39) Cc1nc2ncccc2nc1Nc1ccc(S(=O)(=O)Nc2cncs2)cc1
40) COc1ccc(OC)c(-c2c(C#N)c(-c3ccc(C)cc3)nc3c2c(-c2ccccc2)nn3-c2ccccc2)c1

Assay by compound	36	37	38	39	40
SN12C	112	89	123	83	97
CAKI-1	103	80	100	84	68
SF-295	116	94	99	107	106
UO-31	76	75	102	59	81
SF-268	109	77	120	98	97
TK-10	97	132	107	101	108
786-0	105	103	103	96	94
U251	103	90	102	98	98

41) O=C(Nc1nc2ccc(C(=O)N3CCN(/C=C/c4ccccc4)CC3)cc2s1)c1ccc(NCCc2ccccc2)c([N+](=O)[O-])c1
42) O=C(CSc1nnc2n1N=C(c1ccc(Cl)cc1)CS2)c1ccc(Cl)cc1
43) CN(C)c1ccc(SC#N)cc1
44) Cc1ccc2oc(=O)cc(-c3sc(N4CCOCC4)nc3-c3ccccc3)c2c1
45) CC(C)(C)CC(C)(C)NCc1cc(C(C)(C)C)cc(CNC(C)(C)CC(C)(C)C)c1O

Assay by compound	41	42	43	44	45
SN12C	61	82	104	105	69
CAKI-1	51	78	102	·	55
SF-295	46	96	107	96	58
UO-31	38	55	89	79	27
SF-268	63	78	106	91	85
TK-10	88	89	102	112	·
786-0	70	83	102	96	71
U251	42	86	100	95	50

46) NCC1CC2CCC1C2 (stereo not given)
47) O=C(O)C(c1ccccc1)C(Cc1ccccc1)c1ccccc1 (stereo not given)
48) CC(C)(C)n1nc(C2CC2)cc1NC(=O)Nc1ccccc1
49) COc1ccc(C(=O)C2C(C#N)C(C#N)C3C=Cc4ccccc4N32)cc1 (stereo not given)
50) COC(=O)c1ccc2c(c1)n(Cc1ccc3ccccc3c1)c[n+]2Cc1ccc2ccccc2c1

Assay by compound	46	47	48	49	50
SN12C	97	104	104	33	38
CAKI-1	80	88	89	27	·
SF-295	84	103	97	22	59
UO-31	76	89	111	42	84
SF-268	95	102	119	56	41
TK-10	95	97	114	92	49
786-0	86	99	108	·	70
U251	97	99	·	35	33

51) O=Cc1ccc(Oc2nc(N3CCOCC3)nc(N3CCOCC3)n2)cc1
52) O=C(N/N=C/c1c[nH]c2ccccc12)Nc1ccccc1
53) COc1cc(CCCOC(=O)/C=C/c2ccc(O)cc2)cc(OC)c1O
54) Nc1ncc(S(=O)(=O)c2ccc([N+](=O)[O-])cc2)s1
55) O=C(O)C(Nc1ccc2ccccc2c1)C(=O)O

Assay by compound	51	52	53	54	55
SN12C	98	102	·	116	105
CAKI-1	100	90	78	133	·
SF-295	98	101	104	115	97
UO-31	91	79	64	107	80
SF-268	95	107	88	114	95
TK-10	93	133	103	135	91
786-0	100	109	103	121	100
U251	98	99	93	116	91

56) CC(C)(C)c1cc(C(=O)Nc2cc3ccccc3cc2C(=O)NCCN)cc(C(C)(C)C)c1
57) C=C1C(=O)O[C@H]2[C@H]1CC/C(COC(=O)c1cn(C)c3ccccc13)=C\CC[C@@]1(C)O[C@@H]21
58) OC(COc1ccccc1Cl)COc1ccccc1Cl
59) CCCCOC(c1ccccc1)c1ccccc1
60) CCc1cccc2c3c(sc12)C(c1ccc(F)cc1)C(C#N)=C(/N=C/c1ccc(Cl)cc1)O3 (stereo not given)

Assay by compound	56	57	58	59	60
SN12C	-65*	-40*	97	104	32
CAKI-1	-84*	·	106	88	42
SF-295	-85*	64	104	98	6.5*
UO-31	-86*	-93*	82	90	39
SF-268	-81*	-8.9*	97	107	44
TK-10	-86*	-75*	102	123	93
786-0	-92*	-63*	103	106	34
U251	-85*	12	91	108	14

61) COc1ccc(C2C3=C(CC(C)(C)CC3=O)N(CCc3ccc(S(N)(=O)=O)cc3)C3=C2C(=O)CC(C)(C)C3)cc1OC
62) CC(=O)N1c2ccccc2Sc2ccccc21
63) CN(C)CC(CN(C)C)C(=O)C1CC1
64) NC(=O)c1nn(-c2ccc(Cl)cc2)nc1N1CCCC1
65) COc1ccc(/C=N/NC(=O)c2c(Nc3ccccc3)nn(CC(O)c3ccccc3)c2N)cc1OC (stereo not given)

Assay by compound	61	62	63	64	65
SN12C	100	92	98	96	96
CAKI-1	92	87	96	89	92
SF-295	104	97	108	96	103
UO-31	87	114	69	83	75
SF-268	98	96	104	90	103
TK-10	104	99	104	89	101
786-0	104	97	98	91	106
U251	106	98	108	85	102

66) O=[N+]([O-])c1ccc(Cl)c(-c2cc(CCCCO)on2)c1
67) CC(C)C(=O)Nc1n[nH]c2cc(-c3cccc(NS(=O)(=O)C4CC4)c3)ccc12
68) COc1cc(OC)cc(-c2nnc(-c3cc4ccccc4nc3Cl)o2)c1
69) Cc1ccc(Nc2nc(Cl)nc3ncn(C)c23)c(C)c1
70) CC(=O)c1sc(N2N=C(c3ccc(Cl)cc3)CC2c2cccnc2)nc1C (stereo not given)
71) CC(=O)c1ccc(NC(=O)CS(=O)(=O)c2ccc(C)cc2)cc1
72) COC(=O)[C@]1(C)CCC[C@]2(C)[C@H]3C[C@H]4[C@H]5[C@@H]6C/C(=C\c7ccco7)C(=O)[C@H]5[C@@]3(CC[C@H]21)C[C@@]4(C(C)C)O6
73) C=C1CCC2C3(C)COC(C)(C)OC3CCC2(C)C1C/C=C1\C=COC1=O (stereo not given)

Assay by compound	66	67	68	69	70	71	72	73
SN12C	94	78	99	102	92	104	86	106
CAKI-1	87	71	78	94	55	91	74	110
SF-295	111	56	97	104	92	100	100	107
UO-31	86	57	64	92	66	81	53	98
SF-268	99	76	99	92	71	98	89	113
TK-10	119	95	132	105	118	97	90	110
786-0	99	89	99	107	94	101	96	110
U251	101	79	·	104	89	100	91	105
